Assay outcomes (PubChem)
CIT2 TOR yeast: modulators of CIT2-GFP expression in yeast, primary screen, S. cerevisiae, GFP fusion, multiplex flow cytometry, MLPCN library; S. cerevisiae CIT2-GFP strain, 3 h; 100 means same as DMSO wells; GFP response vs DMSO, % at 10 µM; actives 0.065% (n = 320,000); AID 2029, 2009;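 active = GFP response relative to DMSO above a set limit, near the screen mean plus 3 SD, cut at about 150% in these data; inconclusive = Fewer than 70 cells measured for a yeast strain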;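 note: ratio of well median GFP fluorescence to mean of DMSO wells on the plate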
GRK2 aptamer HTS: compounds blocking aptamer binding on GRK2 – biochemical, human GRK2, bead flow cytometry, HTS, primary screen. Beta-adrenergic receptor kinase 1 (Homo sapiens), P25098. FAM-aptamer displacement from GRK2. inhibition of aptamer binding, % at 10 µM. actives 0.59% (n = 330,000). AID 488847, 2010;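 active = inhibition of aptamer binding above 40%, roughly 3 SD of noise, on plates passing a quality check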;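 note: median bead fluorescence of bound FAM aptamer so fluorescent compounds give negative values; no value below 0 was filed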
Target sequence (P25098 whole entry, looked up): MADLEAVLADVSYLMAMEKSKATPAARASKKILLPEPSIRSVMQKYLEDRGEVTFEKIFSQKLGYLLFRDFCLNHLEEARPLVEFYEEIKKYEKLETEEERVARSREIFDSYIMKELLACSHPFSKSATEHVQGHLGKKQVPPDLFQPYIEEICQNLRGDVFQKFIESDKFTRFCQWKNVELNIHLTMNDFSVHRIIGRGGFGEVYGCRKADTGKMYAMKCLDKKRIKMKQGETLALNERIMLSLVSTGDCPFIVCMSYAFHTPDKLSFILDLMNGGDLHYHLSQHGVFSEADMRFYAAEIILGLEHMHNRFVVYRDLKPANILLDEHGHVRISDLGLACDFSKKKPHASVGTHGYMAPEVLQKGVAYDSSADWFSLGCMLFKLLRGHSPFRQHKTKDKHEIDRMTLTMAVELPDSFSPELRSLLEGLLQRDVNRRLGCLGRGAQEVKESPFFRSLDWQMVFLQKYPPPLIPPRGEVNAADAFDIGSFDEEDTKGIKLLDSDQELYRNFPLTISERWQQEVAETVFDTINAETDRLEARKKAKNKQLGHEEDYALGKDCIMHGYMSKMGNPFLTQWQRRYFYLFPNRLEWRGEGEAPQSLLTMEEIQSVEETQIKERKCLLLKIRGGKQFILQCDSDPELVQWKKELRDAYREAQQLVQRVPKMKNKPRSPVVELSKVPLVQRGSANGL
MEP2 TOR yeast: modulators of MEP2-GFP levels in yeast, primary screen, S. cerevisiae, multiplex flow cytometry, MLPCN library; S. cerevisiae MEP2-GFP strain, 3 h; 100% = DMSO control level; GFP response vs DMSO, % at 10 µM; actives 0.51% (n = 330,000); AID 2016, 2009;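 active = GFP response versus DMSO above a set limit, roughly screen mean plus 3 SD, cut at about 180% in these data; inconclusive = fewer than 70 cells counted for a yeast strain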;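 note: median GFP fluorescence of the barcode-gated MEP2-GFP cells per well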
GASC-1 inh: inhibitors of GASC-1 histone demethylase, primary screen, biochemical, fluorescence, DELFIA europium; Lysine-specific demethylase 4C (Homo sapiens), Q9H3R0; GST-JMJD2C(1-420) H3K9me3 demethylation; inhibition, % at 2.35 µM; actives 0.069% (n = 330,000); AID 2099, 2009;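 active = more than half of a compound's replicate wells show inhibition beyond 50%, single wells judged on their own value; inconclusive = some, but no more than half, of replicates pass 50% inhibition; inactive = no replicate passes 50% inhibition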;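 note: signal counts dimethyl H3K9 product captured on neutravidin plate; 0% = median of DMSO wells and 100% = 0.3 times that DMSO median; strong numbers were not always called active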
VLA-4 inh: inhibition in human VLA-4 binding assay, primary screen, VLA-4 allosteric modulator project, MLPCN library, flow cytometry, VLA-4 expressing cells; Integrin alpha-4 (Homo sapiens), P13612; ligand binding flow cytometry; inhibition, % (about 7 µM as worked out from the volumes in the protocol); actives 0.2% (n = 330,000); in the data active = inhibition above about 50%
RPL19A-GFP yeast: RPL19A-GFP expression modulators in yeast, primary screen, cell-based, S. cerevisiae, multiplex flow cytometry, MLPCN. percent response vs DMSO, % at 10 µM. actives 0.3% (n = 330,000). S. cerevisiae RPL19A-GFP strain, 3 h; active compounds read low. AID 2025, 2009;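 active = percent response vs DMSO below 50%; inconclusive = fewer than 70 events counted for the yeast strain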;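 note: median channel GFP fluorescence of the barcoded RPL19A-GFP strain; ratio of sample median GFP to plate DMSO average so 100% = DMSO; lower means less RPL19A-GFP as with rapamycin TOR inhibition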
LAP4-GFP MLPCN: modulators of LAP4-GFP expression in yeast, primary screen, S. cerevisiae, multiplex flow cytometry, MLPCN library; 3 h; median GFP as percent of DMSO wells; GFP response vs DMSO, % at 10 µM; actives 0.34% (n = 320,000); AID 2023, 2009;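 active = GFP response vs DMSO above a set limit, about the screen mean plus 3 SD, cut at about 150% in these data; inconclusive = under 70 cell events counted for the yeast strain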
AGP1-GFP MLPCN: modulators of AGP1-GFP expression in yeast TOR pathway, primary screen, cell-based, multiplex flow cytometry, S. cerevisiae, MLPCN library; 3 h; GFP as percent of DMSO wells; GFP response vs DMSO, % at 10 µM; actives 0.02% (n = 320,000); AID 2066, 2009;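 active = GFP response relative to DMSO above a set limit, near screen average plus 3 SD, cut at about 150% in these data; inconclusive = fewer than 70 cells counted for the yeast strain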;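 note: median GFP channel fluorescence of the gated AGP1 strain per well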
The depositor's hits bear a star; u = inconclusive; x = not tested or not shown; & = joins results of further samples; [ ] = another dose, or the depositor's remark.

SMILES	CIT2 TOR yeast	GRK2 aptamer HTS	MEP2 TOR yeast	GASC-1 inh	VLA-4 inh	RPL19A-GFP yeast	LAP4-GFP MLPCN	AGP1-GFP MLPCN
O=C(c1ccccc1)N1CCc2[nH]nc(-c3ccccc3)c2C1	87	1	100	-8	0	76	92	15
CCOP(=O)(NC12CC3CC(CC(C3)C1)C2)NC12CC3CC(CC(C3)C1)C2	111	0	106	3	17	105	97	98
Cc1ccc(C)c(N2CCN(C(=O)C3CCCCN3S(=O)(=O)c3ccc(F)cc3)CC2)c1 (centres undefined)	89	0	89	-5	8	90	94	91
O=C(CSc1ccccc1)Nc1ccc2c(c1)OCO2	104	1	107	12	0	100	113	96
CCOC(=O)c1sc(NC(=S)NC(=O)c2ccccc2Cl)c(C(=O)OCC)c1C	98	1	109	-18	15	96	99	100
CCN1C(=O)N[C@@H](c2cccs2)C(C(C)=O)=C1C	83	0	83	5	17	92	120	86
CN=CC1=C(O)C(C(=O)OC)C(C)(C)CC1=O (centres undefined)	97	3	98	26	0	106	97	106
O=C1CN2NC(=S)N(c3ccccc3)C2=CN1c1ccc(Cl)cc1	94	0	97	3	28	93	83	91
COc1ccc(-c2cc3nc(C)c(CCC(=O)NC(C)CCc4ccco4)c(C)n3n2)c(OC)c1 (centres undefined)	98	5	98	-2	0	97	107	x
CCCOc1ccc(Cc2c(Cl)nc(SC)nc2NC)cc1	102	0	107	1	2	98	94	99
Cc1cccc(N2CCN(C(=S)c3ccc(-c4ccccc4[N+](=O)[O-])o3)CC2)c1	98	4	108	-10	-4	101	96	96
C[C@H](NC(N)=O)C(=O)N1CCN(S(=O)(=O)c2ccc3ccccc3c2)CC1	92	1	100	-34	0	97	108	101
Cc1cccc(NC2=NC3(CCCCC3)N=C(N)N2)c1	u	0	153	3	15	64	92	18[may fluoresce violet]
CCc1nnc(NC(=O)CN2CCN(C3CCCCC3)CC2)s1	65	1	94	7	35	106	91	73
CC(=O)Nc1ccc(S(=O)(=O)N(C)CC(=O)Nc2ccc(Br)cc2F)cc1	81	0	87	-23	-7	89	93	86
CN(C)C1NC(=O)c2cc(-c3ccccc3)sc2N1 (centres undefined)	95	3	102	4	6	100	108	97
O=C(CSc1nnnn1-c1ccccc1)Nc1nsc(-c2ccc(Cl)cc2)n1	97	0	99	4&4	14	96	94	97
CC(C)(C)OC(=O)NCc1ccc(CNC(=O)c2nc[nH]c2C(=O)NCc2ccccc2)cc1	100	0	90	-5	26	91	95	95
CCN(C(=O)CCc1nc(-c2ccc(OC)cc2)no1)c1cc(OC)ccc1OC	119	2	100	3	-21	97	101	99
O=C(NC1CCN(Cc2ccccc2)CC1)c1ccc2c(c1)OCCCO2	99	2	96	-2	3	95	105	108
CCOc1ccc(-n2c(SCC(=O)Nc3ccccc3CC)nc3n[nH]c(C)c3c2=N)cc1	109	0	100	-5	-2	108	93	92
Cc1ccc(S(=O)(=O)N2CCN(C(=O)CCC(=O)NCc3cccc(C(F)(F)F)c3)CC2)cc1	112	1	101	-2	4	102	111	110
CC(C)C12CN3CCN(CC(C3)/C1=N\NC(=O)Nc1ccccc1)C2	96	0	102	1	-8	103	89	92
CCOC(=O)n1c(=O)oc2ccccc21	102	3	105	1	10	100	112	110
Cc1ccc(C)c(C(C)NC(=O)CC#N)c1 (centres undefined)	102	0	100	4	6	104	92	103
CCCc1nc2c(o1)CC(CC(C)SCC)CC2=O (centres undefined)	121	2	98	17	-17	106	65	100
CCC1CCc2c(sc3ncnc(N4CCOCC4)c23)C1 (centres undefined)	92	2	95	-1	13	95	96	94
O=C(NCCO)C(O)C(O)C(=O)NCCO (centres undefined)	100	0	99	-3	12	94	97	99
O=C(NCCc1ccc(Cl)cc1)C1CCCO1 (centres undefined)	104	0	94	17	1	93	98	96
Cc1ccc(NC(=O)CN2C(=O)N/C(=C\c3cccnc3)C2=O)cc1	103	4	100	x	45	102	99	100
COc1ccc(C)cc1NC(=O)CCS(=O)(=O)c1cc2c(cc1Cl)NC(=O)CO2	104	5	92	13	-5	93	91	95
CCCN(C(=O)c1cn(C)c(=O)c2ccccc12)c1ccccc1C	97	0	102	-3	16	103	107	103
Cc1csc(=O)n1CC(=O)Nc1nc2ccccc2s1	88	0	92	x	-3	92	90	90
Nc1cc(=O)[nH]c(SCC(=O)N2CCCc3ccccc32)n1	104	3	100	-15	-6	101	98	100
CC(OC(=O)c1ccc(Cl)cc1O)C(=O)NCCC1=CCCCC1 (centres undefined)	82	2	98	-1	-4	87	102	98
Fc1cccc(/C=N/N=C/c2cccc(F)c2)c1	95	1	104	-2	-8	94	105	103
O=C(NC1CCCCC1)c1ccc(CN2CCOCC2)cc1	106	3	107	0	4	103	100	107
O=C(Nc1ccccc1)N1CCN(c2nc(-c3ccccc3)ns2)CC1	84	0	88	-1	3	92	110	97
CCN(CC)c1ccc(S(=O)(=O)N2CCOCC2)cc1NC(=O)C1CC1	105	3	106	x	1	102	103	105
CC[C@]12c3[nH]c4ccccc4c3CCN1C(=O)C(CC(=O)NCCC1=CCCCC1)C[C@@H]2C(=O)N1CCN(C(=O)C2CC2)CC1 (some centres undefined)	108	2	98	7	18	99	101	98
CC(C)(C)C(=O)CN1C(=O)C2(OCCO2)c2ccccc21	110	0	133	0	18	107	114	110
Cc1ccc(CNC(=O)CCC2CCCN(Cc3ccc4cccc(F)c4n3)C2)o1 (centres undefined)	110	0	97	31	10	102	106	108
COc1cc2nc(CN3CCN(S(=O)(=O)c4cc(C)ccc4C)CC3)[nH]c(=O)c2cc1OC	109	0	105	1	-6	99	105	105
COc1ccc(OC)c(NC(=O)CCNS(=O)(=O)c2ccc3c(c2)oc(=O)n3C)c1	95	3	100	0	-13	93	91	97
CC(C)(C)C(=O)Nc1ccc2c(c1)OCCOCCOc1cc(NC(=O)C(C)(C)C)ccc1OCCOCCO2	102	25	101	-17	14	102	96	100
COc1ccc2ccccc2c1CNCc1ccc(C)cc1	105	0	107	0	7	107	84	102
Cc1ccc(Sc2cc(C)nc(-c3ccccn3)n2)cc1	103	x	109	-12	6	101	131	107
O=C1NCC(O)=C1C=Nc1ccccc1O	98	0	103	14	-1	102	91	103
CC1CC(C)(C)OC(C[N+]2(C)CCCCC2)O1 (centres undefined)	100	0	97	13	7	96	108	102
CC(=O)Nc1nc2ccc(C(=O)NC3CCCCC3)cc2s1	104	2	103	11	-3	102	98	108
COC(=O)N/N=C/c1cn(CCOc2ccccc2OC)c2ccccc12	97	0	107	-12	2	99	110	106
CCCCn1c(N)c(N(CC)C(=O)c2cccc(C)c2)c(=O)[nH]c1=O	99	2	103	2	-2	101	92	98
COc1ccccc1NC(=O)C(C)N(C)Cc1ccc(Cl)s1 (centres undefined)	100	1	106	-2	6	100	103	100
CC(C)C1NCCc2c1sc1ccccc21 (centres undefined)	104	0	100	11	3	99	107	105
CCc1noc(C)c1C(=O)N(CC)CC(=O)NCc1ccc(Cl)cc1	98	0	97	7	-29	93	89	94
COc1ccccc1C1CC(c2ccc(C)cc2)Nc2ncnn21 (centres undefined)	94	3	103	-2	-2	103	100	105
COc1ccccc1C(=O)Nc1nnc(-c2ccccc2)s1	95	0	113	-11	6	107	113	95
COc1cccc(Nc2c(F)c(OC)c(F)c(F)c2C(=O)O)c1	99	0	130	3	6	103	104	97
COC(=O)c1ccc(OC)c(CSc2nnc(COc3ccc(Cl)cc3)o2)c1	102	0	110	2	1	98	102	98
O=c1cnn(Cc2ccc(Cl)c(Cl)c2)c2ccccc12	76	0	81	-10	6	83	82	74

Part of the list above, showing only CIT2 TOR yeast.
mol	CIT2 TOR yeast
CCCCn1c(N)c(N(CC)C(=O)c2cccc(C)c2)c(=O)[nH]c1=O	99
CC1CC(C)(C)OC(C[N+]2(C)CCCCC2)O1 (centres undefined)	100
COc1cccc(Nc2c(F)c(OC)c(F)c(F)c2C(=O)O)c1	99

(list continues)
SMILES	CIT2 TOR yeast	GRK2 aptamer HTS	MEP2 TOR yeast	GASC-1 inh	VLA-4 inh	RPL19A-GFP yeast	LAP4-GFP MLPCN	AGP1-GFP MLPCN
Cc1ccc(-n2nc(C)c3onc(C)c3c2=O)cc1	108	1	86	15	8	89	93	106
CCCCC(=O)OCC(=O)Nc1ccc(SC(F)F)cc1	83	0	104	-4	2	92	107	92
CCOc1ccc(-c2nc(C)sc2CC(=O)O)cc1	97	1	101	6	3	95	104	99
CCc1cccc(Nc2c3c(nc4ncnn24)CCC3)c1	101	0	88	-6	-10	99	106	104
COC(=O)CC1C(=O)NCCN1C(=O)Nc1ccc(Cl)cc1 (centres undefined)	102	0	94	16	-2	99	108	99
COc1cccc(/C=C/c2n[nH]c(=O)c(C#N)c2C)c1	98	2	104	-1	4	99	107	103
O=[N+]([O-])c1ccc(N2CCOCC2)nc1	101	2	98	-3	5	100	98	102
COc1ccc(C(=O)COC(=O)c2c(-c3ccccc3)noc2C)c(OC)c1	95	3	104	0	-5	101	107	102
Cn1cc(C(=O)c2ccc(Cl)cc2Cl)cc1C(=O)N/N=C(\N)COc1ccccc1	103	58*	102	5	3	102	101	108
CCOc1ccccc1C(=O)N1CCN=C1SCc1cccnc1	88	0	96	-6	11	94	80	88
Cc1ccc2c(c1)N(C(=O)CCC(=O)NCCCN1CCN(C)CC1)CC(C)O2 (centres undefined)	92	0	112	12	17	107	122	99
CC(=O)Nc1ccc(SCCC2CCCCN2C)cc1 (centres undefined)	103	1	102	-17	9	104	92	102
COc1cccc(-c2ccc(C#N)c(OC(=O)c3ccc(Cl)cc3)n2)c1	90	1	101	-6	1	100	95	97
O=C(N1CCN=C1SCc1cccnc1)C12CC3CC(CC(C3)C1)C2	98	1	104	-1	11	97	98	98
O=C(Cn1ncc2c([nH]c3ccccc32)c1=O)NCCc1ccccc1	114	3	106	13	-3	107	104	110
Cc1ccccc1NC(=O)c1ccc2c(c1)C(=O)N(CCC(C)C)C2=O	87	4	97	3	18	95	92	92
O=C(Nc1ccc(Cl)cn1)C1CCN(c2ncnc3c2nc2n3CCCCC2)CC1	99	55*	101	-5	-1	99	95	94
CS(=O)(=O)N(CC(=O)NCc1ccncc1)C1CCCCC1	92	0	98	-8	13	93	97	104
COc1ccc(N(CC(=O)NC2CCCCC2)C(=O)CCCC(=O)Nc2ccccn2)cc1	94	1	109	-15	14	102	95	97
CC(NC(=O)CN1CCN(Cc2cccc(F)c2)CC1)c1ccccc1 (centres undefined)	103	0	101	0	22	104	90	97
Cc1cc2ccccc2n1CCNC(=O)c1cccs1	86	98*	100	-4	2	92	109	95
CC(c1ccccc1)n1c(Cn2ncc3ccccc3c2=O)n[nH]c1=S (centres undefined)	99	0	97	-3	10	98	109	108
